Screens deposited in PubChem by National Center for Advancing Translational Sciences (NCATS).
TGFb inhibitor: qHTS for Inhibitors of TGF-b | HepG2 CAGA-GFP TGF-b/SMAD3 reporter, GFP fluorescence, 18 h; TGF-beta stimulated, 500 pg/mL final | Potency, µM (series often up to 46.1 µM), inactives show at the top dose activity, negative = inhibition, most hits filed as inhibitors | 1.2% of 410,000 active | AID 588855, 2011; also: % is scaled to controls: 0 for no effect and ±100 for the full control effect; nearly all actives have a fitted effect of over 65% in size
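HEPG2 CAGA-GFP reporter cells (1000/well, DMEM with 1% FBS) received compounds, then recombinant TGF-beta at 500 pg/mL final for 18 hours at 37 degrees C. Per-cell GFP summed per well was normalised to unstimulated and stimulated DMSO controls before curve fitting.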
HepG2 tox: qHTS for Inhibitors of TGF-b: Cytotox Counterscreen | HepG2 CAGA-GFP viability, ATP luminescence, 18 h | Potency, µM (series often up to 46.1 µM), for inactives: top-dose activity change, negative = cytotoxicity, usual class: cytotoxic | 0.76% of 410,000 active; also: some results filed as inactive show a strong effect at the top dose
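HepG2 CAGA-GFP cells (1000/well, DMEM with 1% FBS) received compound, then TGF-beta at 500 pg/mL final, and were incubated 18 hours at 37 degrees C. Viability was read by CellTiter-Glo luminescence. Media-only wells were set as complete cell-killing and DMSO as no toxicity.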
* = called active by the depositor; ? = inconclusive. Calls follow the shape of the dose curve; as a rule, active = well fitted curve in the direction sought with a large enough effect; inconclusive = small, poorly fitted or top-dose-only effect, or another doubt; inactive = no such curve, though single readings can be large; an effect the other way counts as inactive or inconclusive. Potency is read from the fitted curve at half-maximal effect. A portion of the library; rates above refer to the full screens.

SMILES	TGFb inhibitor	HepG2 tox
Oc1c(C(Nc2cccnc2)c2ccc(C(F)(F)F)cc2)ccc2cccnc12 (centres undefined)	?	-48%
O=C(C[n+]1ccnc2ccccc21)c1ccc(Br)cc1	?	-35%
O=[N+]([O-])c1ccccc1/C=C/c1ccnc2ccccc12	-1%	-26%
CC(C)N(c1ccc(C=O)cc1)C(C)C	0%	7%
C[C@@H]1[C@H](c2ccccc2)OCCS(=O)(=O)N1Cc1ccccc1Br	?	7%
CN(C)C(=O)COC(=O)c1ccccc1OCC(=O)Nc1ccc(Br)cc1	4%	-5%
Nc1cc(N)cc(N)c1	-6%	21%
CC(C)(C)c1ccc(NC(=O)COC(=O)c2ccccc2OCC(=O)Nc2ccc(Br)cc2)cc1	12%	7%
O=C(C[n+]1ccncc1)c1ccc2ccccc2c1	0%	-3%
COc1cc2c(NC3CCN(C)CC3)nc(N3CCCN(C)CC3)nc2cc1OCCCN1CCOCC1	10µM*	-11%
CNc1cc[n+](C)c2ccccc12	1%	-3%
CN(C)c1ccc(C(I)C(I)c2ccnc3ccccc23)cc1 (centres undefined)	1%	-56%
CC(C)(C)n1ncc2c(=O)n(Cc3c(Cl)cccc3Cl)cnc21	-2%	-24%
COc1cc(N)c(N)cc1OC	-10%	7%
COc1cc(OC)c(/C=C/c2ccnc3ccccc23)c(OC)c1	?	-60%
O=C(Cc1ccc(OCc2ccccn2)cc1)NO	-10%	-27%
CCCCN(CCC(=O)O)c1ccc(/C=C/c2ccnc3ccccc23)cc1	?	5.6µM*
Cc1cc[n+](CC(=O)c2ccc(F)cc2)c2ccccc12	21%	-5%
Cc1ccc(C)c2c(/C=C/c3ccc(N(C)C)cc3)ccnc12	17%	-43%
Cn1cc(/C=C/c2ccnc3ccccc23)c2ccccc21	?	-59%
COc1cc(/C=C/c2ccc3ccccc3[n+]2C)cc(OC)c1OC	10%	17%
O=c1cc(/C=C/c2ccc([N+](=O)[O-])cc2)c2ccccc2[nH]1	35%	15%
Cc1ccnc2cc(Cl)cc(Cl)c12	14%	30%
Cc1ccc2c(/C=C/c3ccc(N(C)C)cc3)c(C)cnc2c1	?	-39%
Nc1ccc(-c2nc3ccc(-c4nc5ccc(N)cc5[nH]4)cc3[nH]2)cc1	-2%	6%
Cc1cccc(/C=C/c2cccs2)n1	?	-25%
Brc1ccc2c(ccc[n+]2CCc2ccccc2)c1	-5%	-10%
CCC(=O)Nc1ccc(-c2nnc(SCc3ccccc3)n2C)cc1	-2%	-14%
O=C(C[n+]1ccc(Cl)c2ccc(Cl)cc21)c1ccc(F)cc1	-10%	-7%
Nc1[nH]c(=S)nc2nnsc12	-7%	-7%
CN(C)c1c(Cl)cc(/C=C2\C=Cc3ccccc32)cc1Cl	-3%	-30%
CCN(CC)CC(=O)c1c(C)n(C)c2ccc(OC)cc12	4%	-4%
C[N+]1(CC(=O)c2ccc(Cl)cc2)CCOCC1	11%	5%
COc1ccc(/C=c2\[nH]c(=O)/c(=C/c3ccc(OC)cc3)[nH]c2=O)cc1	?	-31%
Cc1ccc(CN2CCOCCS2(=O)=O)cc1	7%	23%
COc1ccc2[nH]c(C)c(C(=O)CNc3nccs3)c2c1	8%	14%
Cc1ccc2ccccc2[n+]1CCCCI	-2%	-3%
CN(C)c1ccc(/C=C/c2cccc3ccccc23)cc1	-5%	-28%
COc1cc2nc(N3CCCN(C)CC3)nc(NC3CCN(C)C3)c2cc1OC (centres undefined)	?	-9%
Cc1ccccc1-n1c(C)nnc1SC(C)C(=O)NCc1ccco1 (centres undefined)	20%	4%
CC(C)(C)c1ccc(Cn2cnc3c(cnn3C(C)(C)C)c2=O)cc1	7%	-18%
CC(C)C(=O)Nc1ccc(/C=C2\C=Cc3ccccc32)cc1	11%	9%
Cc1c(C=O)ccc(N(C)C)c1C	-1%	5%
O=C(COc1ccccc1C(=O)Nc1ccccc1)Nc1ccc(-c2ccccc2)cc1	1%	4%
Cc1c(CCO)sc[n+]1CC(=O)c1ccc2ccccc2c1	-5%	-32%
O=C1CCC[C@@H]2[C@@H](Cc3ccccc3)[C@@H](Nc3ccccc3)C[C@@H]3CCN1[C@@H]32	?	-8%
C=CCN1CC[C@@H](O)C(=C)S1(=O)=O	-7%	-11%
C=C1C=C(C)n2ncc(C(=O)N(CCc3ccccc3)Cc3ccccc3)c2N1	?	-51%
CN(C)c1ccc(/C=C/c2ccnc3c(O)ccc(O)c23)cc1	-5%	-10%
CN(C)CCNc1nccc(N2CCN(C)CC2)n1	10%	0%
Following part
SMILES	TGFb inhibitor	HepG2 tox
Cc1ccccc1N=C1Nc2ccc(Cl)cc2N[C@]12C[C@H]1CCCC(=O)N3CC[C@@H](C2)[C@@H]13	4%	8%
O=Cc1cc2ccccc2cc1O	-28%	-2%
NS(=O)(=O)c1ccc(NC(=O)c2cnn3c2NC(=C2CC2)C=C3C(F)F)cc1	-24%	-29%
COc1cc(CN2c3ccc(Br)cc3C(=O)CS2(=O)=O)cc(OC)c1	11µM*	-59%
O=C(Nc1ccc(Cl)cc1Cl)c1cnn2c1NC(=C1CC1)C=C2C(F)F	1%	-1%
Cc1cccc(CN2Cc3cccc4c3[C@H](C=CC4)CC2=S)c1	-11%	-24%
CN(C)c1ccc(CC2CCc3ccccc32)cc1 (centres undefined)	15%	-17%
C(=C\c1nc2ccccc2nc1/C=C/c1ccc2c(c1)OCO2)/c1ccc2c(c1)OCO2	20%	-2%
O=CC(=O)c1ccc(F)cc1	-1%	-1%
Clc1cccc(CNc2ncnc3nc[nH]c23)c1	-1%	-7%
O=C(Nc1cc(Cl)cc(Cl)c1)c1cnn2c1NC(=C1CC1)C=C2C(F)F	-23%	-1%
CCc1ccc(NC(=O)COC(=O)c2ccccc2OCC(=O)N(C)C)cc1	-30%	-38%
CCCCCCCCCCCC[n+]1ccc(/C=C/c2c[nH]c3ccccc23)c2ccccc21	?	-58%
CCCN(C)CCCOc1cc2nc(N3CCCN(C)CC3)nc(NC3CCN(C)CC3)c2cc1OC	14µM*	-1%
COc1ccc(OC)c2c(/C=C/c3c(C)[nH]c4ccccc34)ccnc12	?	-96%
CN(CC(=O)O)c1ccc(C=O)cc1	1%	4%
CCn1c(SCC(=O)NCc2ccco2)nnc1-c1ccc(N(C)C)cc1	-23%	-26%
O/N=C(/C[n+]1csc2ccccc21)c1ccccc1	-11%	-27%
Cc1cc2c(cc1C)N[C@]1(C[C@H]3CCC(=O)N4CC[C@@H](C1)[C@@H]34)C(=Nc1ccccc1C)N2	?	-25%
Cc1cc(C)c2nccc(/C=C/c3ccc(N(C)C)cc3)c2c1	-15%	-20%
C(=Nc1ccc(/C=C/c2ccnc3ccccc23)cc1)c1ccco1	-2%	-30%
Cc1ccc(CSc2nnc(-c3ccc(NC(=O)CCc4ccccc4)cc3)n2C)cc1	3%	3%
Cc1cc(C)c2cccnc2c1O	3.2µM*	-56%
CN(C)c1ccc(/C=C2\c3ccccc3-c3ccc(N(C)C)cc32)cc1	6%	4%
CN(C)c1ccc(/C=C/c2cc[n+]([O-])c3ccccc23)cc1	-12%	-5%
CN(C)c1ccc(/C=C/c2ccnc3ccc(I)cc23)cc1	8%	-15%
CC(C)(C)n1ncc2c(=O)n(Cc3ccccc3F)cnc21	-7%	-17%
Cc1cccc2c(C(O)c3c[nH]c4c(C)cccc34)c[nH]c12	-19%	2%
CC(C)CCOc1ccc(CC(=O)NO)cc1	7%	-22%
CN(C)c1ccc(/C=C/c2nc3ccccc3s2)c(Cl)c1	-6%	-57%
Cc1sc2ccccc2[n+]1CCCCBr	?	-21%
CCN(CC)/[N+]([O-])=N/OCOC(=O)C(C)c1ccc(CC(C)C)cc1 (centres undefined)	-12%	-9%
Cc1ccccc1NC(=O)c1nc(SCc2ccccc2F)ncc1Cl	5%	-2%
O=C(C[n+]1csc2ccccc21)c1ccc(O)c(O)c1	?	-6%
CC[N+](C)(C)c1ccc(/C=C/c2ccc3ccccc3n2)cc1	6.3µM*	-56%
O=C(COC(=O)c1ccccc1OCCOc1ccccc1)Nc1ccccc1Br	6%	2%
C[C@H](NC(=O)OC(C)(C)C)[C@@H](O)c1ccco1	-5%	4%
[O-][N+]12CCCc3cccc(c31)CCC2	-18%	-4%
O=C1[C@H](Cc2ccccc2)NC/C=C\C[C@@H](c2ccco2)N1Cc1ccccc1	?	-19%
O=C(Nc1ccc(F)c(F)c1)c1cnn2c1NC(=C1CC1)C=C2C(F)(F)F	16%	20%
O=C(O)C#CC(=O)O	?	-20%
Cc1ccc(S(=O)(=O)NNC(=O)c2ccc(C(=O)N(c3ccccc3)c3ccccc3)cc2)cc1	-23%	-17%
C=CC[n+]1ccnc2ccccc21	?	1%
CN(C)c1ccc(/C=C/c2cc3ccccc3cn2)cc1	11µM*	-45%
Cc1cc2ccccc2c[n+]1C1CCCCC1	?	-35%
O=C(CBr)c1ccc(Oc2ccc(C(=O)C[n+]3cccc(Br)c3)cc2)cc1	-7%	-4%
NCCCCCCNS(=O)(=O)c1cccc2ccccc12	-2%	-19%
C=CC[C@H](c1ccc(F)cc1)N(CC(C)C)S(=O)(=O)C=C	-27%	-16%
CN(C)c1ccc(N=Cc2ccnc3ccccc23)cc1	0%	-34%
O=C(C[n+]1ccncc1)c1cccc2ccccc12	-20%	-16%
Carrying on:
SMILES	TGFb inhibitor	HepG2 tox
Cc1cc(/C=C/c2c(C)cnc3ccccc23)ccc1N(C)C	?	-66%
COc1ccc(CCC(=O)O)cc1	2%	-3%
Cc1cccc2c(=O)[nH]c3c(-c4nc(-c5ccc(Cl)cc5)cs4)c(O)cn3c12	4%	-27%
Cc1cc(C(Br)(Br)Br)nc2ccccc12	?	11µM*
O=C(O)CCc1cccc2ccccc12	3%	-3%
COc1cc(/C=C/c2cc[n+](C)c3ccccc23)cc(OC)c1OC	7%	10%
CCCCCCCCCCCCOC(=O)N1CCN(/[N+]([O-])=N/Oc2ccc([N+](=O)[O-])cc2[N+](C)=O)CC1	-2%	-42%
CC/C(=C/c1ccccc1OC)c1cc(-c2ccccc2)cc2oc3ccccc3c12	-4%	9%
O=C(C[n+]1ccccc1Br)c1ccc(F)cc1	12%	8%
CCOC(=O)CCCC(=O)N1CCN(/[N+]([O-])=N/Oc2ccc([N+](=O)[O-])cc2[N+](=O)[O-])CC1	?	-105%
Cc1ccc2ncc(C)c(C)c2c1	-3%	2%
COc1cc2nc(CCc3nc4cc(OC)c(OC)cc4[nH]3)[nH]c2cc1OC	-21%	-10%
C[C@@H]1[C@H](c2ccccc2)OCCS(=O)(=O)N1Cc1ccc(F)cc1	-17%	2%
C=C1C=C(C)n2ncc(C(=O)Nc3ccc(F)cc3F)c2N1	12%	5%
CCN(CC)CCN(C)c1ccc(/C=C/c2ccnc3ccccc23)cc1	?	-55%
Cc1cc[n+](C2CCCCC2)c2ccccc12	-4%	-2%
Cc1cc(/C=C/c2ccnc3ccccc23)ccc1N(C)C	-27%	-44%
Oc1cc2cc(-c3csc(-c4ccc(F)cc4)n3)cc3c2n1CCC3	4%	-41%
CN(C)c1ccc(Cn2ccc3ccccc32)cc1	?	-55%
Cc1cc[n+](C2CCCCC2)cc1	?	-33%
COc1ccc(C(=O)NC(c2ccc(OC)c(OC)c2)c2cc(Cl)c3cccnc3c2O)cc1 (centres undefined)	-1%	-2%

Exported field by field: part of the list above.
smiles: Cc1ccc2ncc(C)c(C)c2c1
  TGFb inhibitor = -3%
  HepG2 tox = 2%

smiles: Cc1cc[n+](C2CCCCC2)cc1
  TGFb inhibitor = ?
  HepG2 tox = -33%

smiles: C[C@@H]1[C@H](c2ccccc2)OCCS(=O)(=O)N1Cc1ccc(F)cc1
  TGFb inhibitor = -17%
  HepG2 tox = 2%

smiles: C=C1C=C(C)n2ncc(C(=O)Nc3ccc(F)cc3F)c2N1
  TGFb inhibitor = 12%
  HepG2 tox = 5%

Of the compounds above, these contain an aryl methoxy group:
SMILES	TGFb inhibitor	HepG2 tox
COc1cc2c(NC3CCN(C)CC3)nc(N3CCCN(C)CC3)nc2cc1OCCCN1CCOCC1	10µM*	-11%
COc1cc(N)c(N)cc1OC	-10%	7%
COc1cc(OC)c(/C=C/c2ccnc3ccccc23)c(OC)c1	?	-60%
COc1cc(/C=C/c2ccc3ccccc3[n+]2C)cc(OC)c1OC	10%	17%
CCN(CC)CC(=O)c1c(C)n(C)c2ccc(OC)cc12	4%	-4%
COc1ccc(/C=c2\[nH]c(=O)/c(=C/c3ccc(OC)cc3)[nH]c2=O)cc1	?	-31%
COc1ccc2[nH]c(C)c(C(=O)CNc3nccs3)c2c1	8%	14%
COc1cc2nc(N3CCCN(C)CC3)nc(NC3CCN(C)C3)c2cc1OC (centres undefined)	?	-9%
COc1cc(CN2c3ccc(Br)cc3C(=O)CS2(=O)=O)cc(OC)c1	11µM*	-59%
CCCN(C)CCCOc1cc2nc(N3CCCN(C)CC3)nc(NC3CCN(C)CC3)c2cc1OC	14µM*	-1%
COc1ccc(OC)c2c(/C=C/c3c(C)[nH]c4ccccc34)ccnc12	?	-96%
COc1ccc(CCC(=O)O)cc1	2%	-3%
COc1cc(/C=C/c2cc[n+](C)c3ccccc23)cc(OC)c1OC	7%	10%
CC/C(=C/c1ccccc1OC)c1cc(-c2ccccc2)cc2oc3ccccc3c12	-4%	9%
COc1cc2nc(CCc3nc4cc(OC)c(OC)cc4[nH]3)[nH]c2cc1OC	-21%	-10%
COc1ccc(C(=O)NC(c2ccc(OC)c(OC)c2)c2cc(Cl)c3cccnc3c2O)cc1 (centres undefined)	-1%	-2%
